Bioassay records deposited in PubChem BioAssay by National Center for Advancing Translational Sciences (NCATS).
Shiga inhibitor: inhibitors of Shiga toxin in Vero cells. Vero cells, Shiga toxin protein synthesis inhibition reporter. inhibition, % at 38.7 µM. hit rate 9.2% among 290,000; in the data active = inhibition mostly above about 28%, no sharp cut-off; inactive = mostly below about 43%; also: 0% is about no effect
Cycloheximide cs: counter-screen for Shiga toxin inhibitors: cycloheximide protein synthesis inhibition; cell reporter, cycloheximide protein synthesis inhibition counterscreen; max response, %; hit rate 12% among 300,000; AID 2314; in the data active = max response mostly above about 13%, no sharp cut-off; inactive = mostly below about 14%; also: read at 38.3 µM for the half of the compounds with a filed dose; 0% is about no effect
Numbers without * were called inactive; i = inactive; & = joins results of further samples.

Below each compound – Cycloheximide cs	Shiga inhibitor
- COc1ccc(C2/C=C\CN([S+](=O)([O-])c3ccc4ccccc4c3)C(C)C(=O)N2Cc2ccc(F)cc2)cc1 (stereo unspecified)
 : 84.1	148.5*
- O=C(CCN1CCCCC1)Nc1ccc2c(c1)C(=O)c1ccc(NC(=O)CCN3CCCCC3)cc1C2=O
 : -8.4	-13.9
- Cc1noc(C)c1-c1ccc2ncnc(NCc3cccc(C(F)(F)F)c3)c2c1
 : 16.4	27.6
- Cc1sc2ncn(/N=C/c3cn(-c4ccccc4)nc3-c3ccccc3)c(=O)c2c1C
 : 6.4	6.3
- COc1cc([N+](=O)[O-])c2ncccc2c1
 : -5.7	-5.6
- C/C=C(/C)C(=O)O[C@H]1CC(C)=CC(=O)[C@@]2(C)CC[C@@](O)(C(C)C)[C@H]12
 : -5.0	-5.6
- CC[C@H](C)[C@H](NC(=O)[C@H](Cc1ccc(O)cc1)NC(=O)[C@@H]1CCCN1C(=O)[C@H](CCCCN)NC(=O)[C@@H](N)CCCCN)C(=O)N[C@@H](CC(C)C)C(=O)O
 : -4.2	24.4
- O=S1(=O)C2CC3C=CC2(O3)C(O)C(Cc2ccccc2)N1Cc1cccc(F)c1 (stereo unspecified)
 : -4.1	14.1
- CCCCCCCCCC[n+]1cccc([C@@H]2CCCN2C)c1
 : -6.0	15.6
- OCCC(O)CO (stereo unspecified)
 : -2.7&-5.9&-4.1	19.5&20.3&-8.8
- O=S(=O)(Nc1cccc2ccccc12)c1ccc2ccccc2c1
 : 1.8	2.7
- CCCCCCCCc1[se]c2ccccc2c1[Se]c1ccccc1
 : -2.2	-4.1
- CC[C@@]1(O)C(=O)OCc2c1cc1n(c2=O)-c2cc3ccccc3nc2C1
 : -12.0&-1.5	-6.3&-4.9
- CCC1C(=O)CC2CCN3C(=O)CCC1C23 (stereo unspecified)
 : -4.9	14.1
- CCOC(=O)c1c(N)sc(C)c1-c1ccccc1
 : 5.9	2.8
- CC1OC(OC2C(CO)OC(OC3C(CO)OC(O)C(O)C3O)C(O)C2O)C(O)C(O)C1NC1C=C(CO)C(O)C(O)C1O (stereo unspecified)
 : -5.0	-3.6
- CCOc1ccc(N(C(=O)OC(C)(C)C)C(=O)c2ccc(O[Si](C)(C)C(C)(C)C)cc2)c(I)c1
 : 7.5	9.1
- O=C1CC(c2ccco2)CC2=C1C(c1ccc(O)cc1)n1nc(C(F)(F)F)nc1N2 (stereo unspecified)
 : -4.3	4.2
- O=S1(=O)Nc2c(cc(Cl)c3ccc(Cl)nc23)-c2ccccc21
 : -2.6	-3.9
- O=c1ccc2ccc(OS(=O)(=O)O)cc2o1
 : 4.0	-2.2
- O=S(=O)(Nc1cccc2cccnc12)c1ccc(Br)s1
 : 27.4	8.1
- COc1cc(OC)c(C(=O)N(Cc2ccco2)Cc2cccs2)cc1OC
 : -4.9	-4.5
- OC[C@@H]1OC(O)[C@@H](O)[C@H](O)[C@H]1O (stereo partly specified)
 : -5.5	4.8
- O=C(O)c1ccc(-c2c3nc(c(-c4ccc(C(=O)O)cc4)c4ccc([n-]4)c(-c4ccc(C(=O)O)cc4)c4nc(c(-c5ccc(C(=O)O)cc5)c5ccc2[n-]5)C=C4)C=C3)cc1.[Mn+3]
 : -4.1&-6.9	-10.6&-0.8
- CC(C)([CH2][Sn]([CH2]C(C)(C)c1ccccc1)([CH2]C(C)(C)c1ccccc1)[O][Sn]([CH2]C(C)(C)c1ccccc1)([CH2]C(C)(C)c1ccccc1)[CH2]C(C)(C)c1ccccc1)c1ccccc1
 : -16.0	-19.6
- CCCOC(=O)NCCCN(C)C
 : -7.6	-6.2
- C[C@H]1CC[C@@H]2[C@@H](C)[C@H]3C(C[C@H]4C5CC[C@H]6C[C@@H](O)CC[C@]6(C)C5CC[C@]34C)N2C1 (stereo partly specified)
 : 8.3	1.3
- CC(=O)c1c(O)cccc1O
 : -12.1	-15.2
- O=C1c2c(O)cc(O)cc2O[C@H](c2ccc(O)c(O)c2)C1O (stereo partly specified)
 : -7.4	-10.2
- CC(C)(C)OC(=O)NC(Cc1ccccc1)C(=O)NC1COC2CC(n3cc(F)c(=O)[nH]c3=O)OC12 (stereo unspecified)
 : -0.5	54.2
- O=S(=O)(Nc1cccc2cccnc12)c1ccc2ccccc2c1
 : 15.2&5.2	-7.5&-9.3
- CCCCn1cc[n+](C)c1
 : -6.3	5.2
- CSCC[C@H](N)C(=O)N[C@@H](CO)C(=O)N[C@@H](CCCN=C(N)N)C(=O)N1CCC[C@H]1C(=O)N[C@@H](C)C(=O)N[C@@H](CS)C(=O)N1CCC[C@H]1C(=O)N[C@@H](CC(N)=O)C(=O)N[C@@H](CC(=O)O)C(=O)N[C@@H](CCCCN)C(=O)N[C@@H](Cc1ccc(O)cc1)C(=O)N[C@@H](CCC(=O)O)C(=O)O
 : -6.3	-6.2
- N#CC(C#N)=NNc1ccc(OC(F)(F)F)cc1
 : 44.1*	60.0*
- CCCCC/C=C\C/C=C\C/C=C\C/C=C\CCCC(=O)C(F)(F)F
 : 2.6	24.9
- COc1ccc(CNc2ncnc3ccc(-c4c(C)noc4C)cc23)cc1
 : 7.5	-1.6
- Oc1ccc(Br)cc1C1C=C(c2ccc3c(c2)OCO3)NC(c2c(F)cccc2Cl)N1 (stereo unspecified)
 : 45.8*	81.8*
- CC(=O)[C@H]1[C@H](C#N)CC2C3CC=C4C[C@@H](O)CCC4(C)C3CCC21C (stereo partly specified)
 : -1.4	-4.2
- Cc1cc2c(s1)c1cnn(Cc3ccccc3F)c(=O)c1n2C(C)C
 : 16.2	-5.8
- C/C1=C/C(=O)O[C@@H]2C[C@@H](CC[C@H](C)/C=C\CC1)O[C@@](O)(C1CSC(=O)N1)C2 (stereo partly specified)
 : -5.0&-1.3	-2.9&-3.8
- COc1ccc(Cl)cc1-c1ccc(C(=O)O)s1
 : 24.5	i
- Nc1c(-c2ccncc2)cc[nH]c1=O
 : 5.7	-5.8
- O=S(=O)(c1ccc(F)cc1)N1CCN(c2nc(-c3cccs3)nc3cc(Cl)ccc23)CC1
 : -2.0	4.4
- N[C@@H](C(=O)O)c1ccc(O)c(C(=O)O)c1
 : 4.4	11.4
- Nc1ncn(C2CC(O)C(CO)O2)c(=O)n1 (stereo unspecified)
 : -1.0	13.5
- COc1ccc(SCCN2CCN(CCc3ccccc3)CCC2=O)cc1
 : 14.7	-0.5
- CC(C)C[C@H](NC(=O)[C@@H](Cc1c[nH]c2ccccc12)NC(=O)[C@H](Cc1ccc(O)cc1)NC(=O)[C@H](CO)NC(=O)[C@H](Cc1c[nH]c2ccccc12)NC(=O)[C@H](Cc1cnc[nH]1)NC(=O)[C@@H]1CCC(=O)N1)C(=O)N[C@@H](CCCN=C(N)N)C(=O)N1CCC[C@H]1C(=O)NCC(N)=O
 : -1.6	-4.6
- Cc1noc(-c2ccc(CSCCC(=O)O)cc2)c1NC(=O)OC(C)c1ccccc1Cl (stereo unspecified)
 : -1.6	19.3
- CCCCC/C=C\C/C=C\C/C=C\C/C=C\CCCC(=O)N(Cc1ccc(O)c(Cl)c1)Cc1ccc(O)c(Cl)c1
 : 39.6	62.8*
- O=C1CN(S(=O)(=O)c2c(F)cccc2F)CCN1S(=O)(=O)c1ccc2c(c1)OCCO2
 : -1.7	-3.4

New compounds follow
Below each compound – Cycloheximide cs	Shiga inhibitor
- CCC(C)C(NC(=O)OC(C)(C)C)C(=O)NC1COC2CC(n3cc(F)c(=O)[nH]c3=O)OC12 (stereo unspecified)
 : -1.0	5.6
- COc1ccc(-c2c(C3C4C=CCC(C)C4C(=O)N3Cc3ccccc3)ccc3ccccc23)cc1OC (stereo unspecified)
 : 6.5	20.4
- CCCC[C@H]1CCCO[C@@](C(=O)NCc2cc(C)n(C)n2)(C(F)(F)F)C1
 : 10.5	-3.8
- CCCCc1nc2ccn(CC(=O)N(C)C)c(=O)c2n1Cc1ccc(-c2ccccc2-c2nn[nH]n2)cc1
 : 1.8	9.7
- C#C[C@]1(OC(C)=O)CC[C@H]2[C@@H]3CCC4=CC(=O)CC[C@@H]4[C@H]3CC[C@@]21C
 : 6.0	-5.0
- COc1ccc(NS(=O)(=O)c2ccc(I)cc2)cc1N1CCN(C)CC1
 : -2.2	-5.0
- CC(=O)Nc1ccc(SCC(c2ccccc2)N2CCN(CC(C)C)CCC2=O)cc1 (stereo unspecified)
 : 15.1	13.9
- CCCCC/C=C\C/C=C\CCCCCCCC(=O)O[C@@H](CO)COC(=O)CCCCCCCCCCCCCCCCC
 : -7.8	13.5
- O=S1(=O)C2CC3C=CC2(CN1Cc1cccc(F)c1)O3 (stereo unspecified)
 : 5.4	17.7
- C=C1c2cccc(OC)c2O[C@H](C(=O)OCC)[C@@H]1CCC(C)C
 : 9.9	i

Shown as tab-separated lines: entries from further up
structure	Cycloheximide cs	Shiga inhibitor
COc1cc(OC)c(C(=O)N(Cc2ccco2)Cc2cccs2)cc1OC	-4.9	-4.5
OC[C@@H]1OC(O)[C@@H](O)[C@H](O)[C@H]1O (stereo partly specified)	-5.5	4.8
O=C(O)c1ccc(-c2c3nc(c(-c4ccc(C(=O)O)cc4)c4ccc([n-]4)c(-c4ccc(C(=O)O)cc4)c4nc(c(-c5ccc(C(=O)O)cc5)c5ccc2[n-]5)C=C4)C=C3)cc1.[Mn+3]	-4.1&-6.9	-10.6&-0.8
CC(C)([CH2][Sn]([CH2]C(C)(C)c1ccccc1)([CH2]C(C)(C)c1ccccc1)[O][Sn]([CH2]C(C)(C)c1ccccc1)([CH2]C(C)(C)c1ccccc1)[CH2]C(C)(C)c1ccccc1)c1ccccc1	-16.0	-19.6
CCCOC(=O)NCCCN(C)C	-7.6	-6.2
C[C@H]1CC[C@@H]2[C@@H](C)[C@H]3C(C[C@H]4C5CC[C@H]6C[C@@H](O)CC[C@]6(C)C5CC[C@]34C)N2C1 (stereo partly specified)	8.3	1.3
CC(=O)c1c(O)cccc1O	-12.1	-15.2
O=C1c2c(O)cc(O)cc2O[C@H](c2ccc(O)c(O)c2)C1O (stereo partly specified)	-7.4	-10.2
CC(C)(C)OC(=O)NC(Cc1ccccc1)C(=O)NC1COC2CC(n3cc(F)c(=O)[nH]c3=O)OC12 (stereo unspecified)	-0.5	54.2
O=S(=O)(Nc1cccc2cccnc12)c1ccc2ccccc2c1	15.2&5.2	-7.5&-9.3
CCCCn1cc[n+](C)c1	-6.3	5.2

Continuation:
Below each compound – Cycloheximide cs	Shiga inhibitor
- CN(C)C1CCc2[nH]c3ccc(NC(=O)c4ccc(F)cc4)cc3c2C1 (stereo unspecified)
 : -3.9	-1.1
- COc1ccc(C2=Nn3c(nnc3-c3ccccc3OC)SC2)c(OC)c1
 : -1.3	-6.7
- CSCC[C@H](NC(=O)[C@H](CC(C)C)NC(=O)CNC(=O)[C@H](Cc1ccc(O)cc1)NC(=O)[C@H](Cc1ccccc1)NC(=O)[C@H](CCCCN)NC(=O)[C@H](CC(N)=O)NC(=O)[C@@H]1CCCN1C(=O)[C@H](CC(=O)O)NC(=O)[C@H](C)NC(=O)[C@@H]1CCC(=O)N1)C(N)=O
 : 11.0	-8.5
- CC(=O)Nc1ccc(SCC(CC(C)C)N2CCN(CC(C)C)CCC2=O)cc1 (stereo unspecified)
 : -10.0	-13.5
- CC(C)(C)OC(=O)NS(=O)(=O)Nc1ccccc1Br
 : 13.4	-7.6
- O=C(Cl)COCc1ccccc1
 : -6.3	-4.6
- CC(NC(=O)C1CCCN1C(=O)CN)C(=O)O (stereo unspecified)
 : 7.2	10.3
- N[C@H]1CCN(O)C1=O
 : 14.8	2.3
- CSCC[C@H](N)C(=O)N[C@@H](C)C(=O)NCC(=O)N[C@@H](CCCN=C(N)N)C(=O)N[C@@H](CO)C(=O)NCC(=O)N[C@@H](CC(=O)O)C(=O)N[C@@H](CO)C(=O)N[C@@H](CC(=O)O)C(=O)N[C@@H](CCC(=O)O)C(=O)N[C@@H](CC(=O)O)C(=O)N[C@@H](CC(C)C)C(=O)N[C@@H](CC(C)C)C(=O)N[C@@H](CCCCN)C(=O)N[C@@H](C)C(=O)N[C@H](C(=O)O)C(C)C
 : -8.0	-9.7
- COC(=O)CCN(Cc1ccco1)S(=O)(=O)c1ccc(F)cc1Br
 : 7.6	21.7
- CCOc1ccccc1-c1nnc2n1N=C(c1ccccc1OC)CS2
 : -3.7	-4.2
- CCc1cccc2cc(C(O)CNC(C)(C)C)oc12 (stereo unspecified)
 : -1.5	-5.8
- CCC(C)NC(=O)CSc1nc2cc3c(cc2c(=O)n1Cc1ccc(C(=O)NCCc2ccc(OC)c(OC)c2)cc1)OCO3 (stereo unspecified)
 : 6.2	7.5
- CC(C)(C)OC(=O)N1CC[C@H]1COc1cnc[c]([Sn]([CH3])([CH3])[CH3])c1
 : -3.3	i
- CC(=O)OCCBr
 : -3.2	-3.6
- Cc1o[nH]c(=O)c1C[C@@H](N)C(=O)O
 : 4.5	6.5
- COC(=O)C1C[C@@H]2C3=C(C(=O)[C@@](C)(NC(=O)c4ccccc4)C3[C@H](C(=O)OC)C1)[C@H](C)n1c(=O)n(-c3ccccc3)c(=O)n12 (stereo partly specified)
 : 11.0	31.0
- Cc1cc2c(c(C)c1Cl)C(c1ccc3c(c1)OCO3)CC(c1ccccc1)O2 (stereo unspecified)
 : 13.6&14.1	27.7&-4.8
- CN(C)CC1CCn2c(c(C3=C(c4cn(C)c5ccccc45)C(=O)NC3=O)c3ccccc32)C1 (stereo unspecified)
 : -9.6	-11.6
- COC(=O)CN1CC(=O)c2ccccc2S1(=O)=O
 : 9.7	-9.1
- COCc1cc(O)c(O)c(O)c1-c1c(COC)cc(O)c(O)c1O
 : 0.3	-4.8
- CCOCCOC(=O)C(C)Oc1ccc(Oc2ncc(C(F)(F)F)cc2Cl)cc1 (stereo unspecified)
 : 0.3	-6.3

These rows are one share of the data (hit frequency here may not be typical).
